High-throughput results deposited in PubChem by several laboratories.
hDAT+cocaine = changed hDAT dopamine uptake under cocaine IC80, either direction, primary screen, cocaine antagonist project, cell-based, LLC-PK1 hDAT, [14C]-dopamine uptake, MLSMR | Sodium-dependent dopamine transporter (Homo sapiens), Q01959 | LLC-PK1 hDAT cells, [14C]-dopamine uptake with cocaine IC80; actives deviate in either direction | B-score at 10 µM | hit rate 1.3% among 110,000 | AID 449768, 2010;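 active means Z score or B-score, a plate-position-corrected score, falls beyond the plate's 99.7% confidence bounds, in either direction; inactive means both scores lie inside the 99.7% bounds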;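 further: scored against the spread of the other compound wells on the same plate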
PostGolgi yeast = phenotypic screen on post-Golgi transport, primary screen; post-Golgi transport phenotypic cell assay; inhibition, % at 10 µM; hit rate 0.9% among 98,000; AID 739, 2007;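 further: yeast cells grown in 1536-well plates; yeast grown about 18 h at 30C before absorbance read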
CYP2C19 act = human CYP2C19 activators, primary screen, biochemical, luminescence; Cytochrome P450 2C19 (Homo sapiens), P33261; 96,000 tested, under 10 active; activation factor at 5 µM; recombinant CYP2C19, luciferin-H EGE luminescence; stronger effect = higher value; 0 = fully inhibited enzyme, 1 = untreated enzyme; AID 1025, 2008;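 active means activation factor of at least 2 at 5 µM in the primary screen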;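 further: 0 = wells with 2.5 mM tranylcypromine and 1 = vehicle-only wells; values of inactives mirror those of a sister screen read the other way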
Target sequence (P33261 whole entry, looked up): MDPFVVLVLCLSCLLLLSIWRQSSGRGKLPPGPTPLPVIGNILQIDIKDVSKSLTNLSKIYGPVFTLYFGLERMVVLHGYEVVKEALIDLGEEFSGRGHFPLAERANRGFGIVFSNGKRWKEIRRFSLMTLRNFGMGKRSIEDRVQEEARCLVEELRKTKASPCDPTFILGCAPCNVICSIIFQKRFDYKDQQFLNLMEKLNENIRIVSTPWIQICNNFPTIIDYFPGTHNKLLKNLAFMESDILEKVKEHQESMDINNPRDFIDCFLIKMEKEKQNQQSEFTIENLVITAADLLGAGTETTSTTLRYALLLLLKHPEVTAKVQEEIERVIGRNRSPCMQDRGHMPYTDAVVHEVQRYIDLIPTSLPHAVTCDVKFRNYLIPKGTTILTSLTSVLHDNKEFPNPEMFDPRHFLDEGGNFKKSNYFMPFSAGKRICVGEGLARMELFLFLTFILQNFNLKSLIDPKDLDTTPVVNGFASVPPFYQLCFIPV
PostGolgi ctrl = growth inhibition of yeast control strain, primary screen, counter-screen for post-Golgi transport modulator project | efflux-deficient yeast background strain, growth absorbance A615, 16 h | inhibition, % at 10 µM | hit rate 5% among 98,000 | AID 738, 2007
sEH activator = soluble epoxide hydrolase activators, primary screen, biochemical, human sEH | Bifunctional epoxide hydrolase 2 (Homo sapiens), P34913 | purified human sEH enzymatic activity, activator screen | activation, % at 2 µM | hit rate 0.04% among 91,000 | AID 717, 2007; in the data active means activation above about 37%; further: values of inactives mirror those of a sister screen read the other way
sEH inhibitor = soluble epoxide hydrolase inhibitors, primary screen, biochemical, human sEH; inhibition, % at 2 µM; hit rate 0.34% among 91,000; recombinant human sEH enzymatic activity assay; Bifunctional epoxide hydrolase 2 (Homo sapiens), P34913; in the data active means inhibition above about 80%; further: values of inactives mirror those of a sister screen read the other way; many of its hits are not listed in these tables
CYP2C19 inhib = blockers of cytochrome P450 2C19 activity – biochemical, luminescence, ADME assay, primary screen; CYP2C19 Supersomes, luciferin-H EGE luminescence, 30 min; inhibition, % at 5 µM; hit rate 21% among 96,000; AID 778, 2007;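 active means CYP2C19 inhibition above a set limit at 5 µM in the primary screen, cut at about 50% in these data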;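 further: plate controls were negative control wells for no effect and 2.5 mM tranylcypromine positive control for full effect; values of inactives mirror those of a sister screen read the other way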
S1P2 antag = human S1P2 receptor antagonists, primary screen, cell-based; Sphingosine 1-phosphate receptor 2 (Homo sapiens), O95136; cell-based S1P2 antagonist assay, inhibition at 5 uM; inhibition, % at 5 µM; hit rate 0.21% among 97,000; AID 736, 2007; in the data active means inhibition above about 45%;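 further: CRE beta-lactamase reporter cells expressing human S1P2 stimulated with S1P; 0% = agonist at EC80 alone and 100% = agonist plus reference antagonist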
Target sequence (O95136 whole entry, looked up): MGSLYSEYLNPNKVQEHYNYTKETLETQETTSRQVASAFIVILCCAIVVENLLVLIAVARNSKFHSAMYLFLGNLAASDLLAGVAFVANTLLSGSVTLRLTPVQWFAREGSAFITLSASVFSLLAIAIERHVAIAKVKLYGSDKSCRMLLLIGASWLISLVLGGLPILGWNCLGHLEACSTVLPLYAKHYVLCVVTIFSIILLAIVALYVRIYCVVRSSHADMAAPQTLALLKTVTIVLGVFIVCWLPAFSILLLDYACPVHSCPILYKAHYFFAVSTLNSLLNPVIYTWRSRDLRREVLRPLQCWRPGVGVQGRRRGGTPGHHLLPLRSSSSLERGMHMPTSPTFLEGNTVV
S1P2 ag = S1P2 receptor agonists, primary screen, cell-based; S1P2-expressing cell line, agonist reporter read-out; activation, % at 4.5 µM; hit rate 0.46% among 97,000; AID 729, 2007; in the data active means activation above about 16%;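 further: 0% = vehicle low control and 100% = maximal reference agonist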
Numbers without * were called inactive; / = not tested or not shown. Unless noted, no stated cut-off is given here; in the data, active means inhibition above about 30%; inactive means the rest.

SMILES	hDAT+cocaine	PostGolgi yeast	CYP2C19 act	PostGolgi ctrl	sEH activator	sEH inhibitor	CYP2C19 inhib	S1P2 antag	S1P2 ag
COc1cc(-c2nn3c(C4CCCCC4)nnc3s2)cc(OC)c1OC	2.2	12	0.8	19	14	-14	22	-9	15
Cc1ccc(Oc2cnc3ccccc3n2)cc1	0.96	-7	1	-2	-6	8	5	15	-5
O=c1c2c(nc3c(-c4cccc(Br)c4)c[nH]n13)CCCC2	-0.64	5	1	11	/	/	1	11	-7
Cn1nccc1C(=O)Nc1ccccc1C(=O)O	-0.24	-5	1.1	-3	/	/	-6	/	/
Cc1ccc(CNC(=O)c2ccc3c(=O)n(CC4CCCO4)c(=S)[nH]c3c2)cc1 (centres undefined)	1.7	-2	1.2	-8	-80	80	-16	-2	0
COc1ccc(N2C(=O)CN=C2Nc2nc(C)cc(C)n2)cc1OC	-0.27	-9	1	6	5	-2	-5	-6	0
CCOc1ccc(OCC)c(NC(=O)CN2CCN(C(=O)c3ccco3)CC2)c1	0.015	7	0.9	7	6	-5	12	4	-5
O=[n+]1c2c(n([O-])c3c1CCC3)CCCC2	0.24	-3	1.2	-3	4	-3	-17	12	-3
COc1ccc(-c2[nH]nc3c2C(c2ccoc2)C(C#N)=C(N)O3)cc1 (centres undefined)	-0.53	/	/	/	3	0	/	-13	-4
CC1(C)CC(=O)C=C(NCC(=O)O)C1	-0.23	-3	1	-1	15	-16	1	23	-3
Nc1c(C(=O)NCCN2CCOCC2)c2nc3ccccc3nc2n1-c1cccc(F)c1	0.64	3	0.9	8	/	/	14	/	/
CCOCCCNC(=O)CCNC(=O)c1cc(OC)c(OC)c(OC)c1	0.073	5	1	4	11	-13	-4	5	-10
CC1(C)CC(=O)C2=C(C1)N(Cc1ccc(F)cc1)C(=O)C2(NC(=O)c1cccnc1)C(F)(F)F (centres undefined)	-0.14	18	0.9	3	10	-8	10	-22	-3
O=C(Cn1cncn1)NCc1cccc2ccccc12	-0.35	21	0.6	-8	9	-12	37	11	-3
Cc1ccc(Cn2c(SCC(=O)Nc3cc(C)on3)nc3ccccc3c2=O)cc1	-0.28	1	0.7	3	-9	8	27	-5	-5
COc1ccc(C(=O)Nc2nncs2)cc1S(=O)(=O)N1CC(c2ccccc2)CC1=O (centres undefined)	-0.47	-5	1	6	4	-5	0	10	-10
Cc1[nH]c2ccccc2c1Cc1nnc(SCC(=O)NCc2ccco2)o1	-0.55	-12	0.5	0	/	/	47	/	/
CCOC(=O)CNC(=O)CSc1nnc(-c2cccc(C)c2)n1-c1ccc(OC)cc1	1.8	1	0.3	3	-1	0	69*	14	-4
CCCCNC(=O)c1c(O)c2cccc3c2n(c1=O)CCC3	-0.36	9	1.1	1	/	/	-5	/	/
O=C(CNC(=O)c1cccs1)OCC(=O)c1ccc2ccccc2c1	0.47	3	0.9	1	-51	51	7	-15	-1
Cc1cccc(Oc2ccc(C(=O)NC3CCSC3=O)cn2)c1C (centres undefined)	-0.029	0	1.1	-1	-17	17	-9	11	-5
Cc1cccc(/C=C2/C(=O)/C(=C/c3ccccc3C)C3CCC2N3C)c1 (centres undefined)	-0.35	-5	0.7	7	3	-1	25	-23	-8
COc1ccc(CN2C(=O)C3C4C=CC(C4)C3C2=O)cc1 (centres undefined)	-0.35	2	0.8	8	12	-11	16	17	-1
Cn1c(=O)oc2cc(S(=O)(=O)NCC3CCCO3)ccc21 (centres undefined)	-1.2	/	/	/	-9	13	/	6	20*
Cn1c(Sc2nc3ccccc3n2C)nc2ccccc21	-0.65	-9	0.1	3	-3	1	95*	1	-9
Cn1c(=O)cc(OCC(=O)NCc2ccccn2)c2ccccc21	-0.37	-4	0.9	-2	-5	3	8	-5	-4
CC(=O)NC1(C(Cl)(Cl)Cl)Oc2ccccc2O1	-0.36	-1	0.9	20	6	-8	14	8	-2
CCn1c(C)nc2cc(C(=O)NNS(=O)(=O)c3ccc(C)cc3C)ccc21	0.68	18	1	21	8	-6	2	-20	-1
Cc1ccc2nsnc2c1S(=O)(=O)N1CCOCC1	-0.62	20	0.8	0	13	-11	15	-8	-5
CCOC(=O)N1CCN(c2c(-c3ccc(C(C)C)cc3)c(=O)c2=O)CC1	1.2	2	0.8	2	/	/	22	16	-5
CCc1ccc(N(CC(=O)Nc2ccc(OC)cc2OC)S(C)(=O)=O)cc1	1.4	6	0.1	5	/	/	88*	/	/
CCc1ccccc1NC(=O)NC1CC2CCC(C1)N2Cc1cccs1 (centres undefined)	0.81	0	1	6	-12	14	3	6	0
CCC(=O)N/N=C(\C)CC(=O)Nc1ccc2ccccc2c1	-0.44	-4	0.9	6	6	-5	7	6	-6
Cc1ccc(P(=O)(O)c2ccc(C)cc2)cc1	-0.94	-3	1.2	12	0	-1	-18	3	-4
CC1CN(C2CCN(S(=O)(=O)c3ccc4ccccc4c3)CC2)CC(C)O1 (centres undefined)	-0.43	83*	0.9	38*	/	/	11	2	-5
O=C(Nc1ccc(-c2nc3ccccc3[nH]2)cc1)C1CCCO1 (centres undefined)	0.059	-2	0.7	8	4	-7	30	-24	-4
CC(=O)N1N=C(c2cccc(Cl)c2)OC1c1ccc(C(C)C)cc1 (centres undefined)	-1.4	14	0.2	35*	0	-1	83*	-10	-4
CS(=O)(=O)N(CC(=O)Nc1ccccc1Sc1ccccc1)c1cccc(Br)c1	-0.035	9	0.9	41*	1	1	14	19	-3
O=C(/C=C/c1ccc(Cl)c([N+](=O)[O-])c1)NCc1cccnc1	-0.21	/	/	/	-6	4	/	0	-9
O=C(CN1C(=O)c2cccc3cccc1c23)Nc1cccnc1	-1.9	/	/	/	4	-5	/	19	-7
CCCCSc1nc(CCC)cc(=O)[nH]1	-0.13	5	0.7	8	14	-16	33	-28	-1
C=CCOC(=O)C1=C(C)OC(N)=C(C#N)C1c1c(C)nn(-c2ccccc2)c1Cl (centres undefined)	0.51	-4	0.1	21	-19	20	89*	16	-10
CN(C)c1ccc(C=Nc2cnn(C)c2C(N)=O)cc1	1.8*	21	1	-3	/	/	2	-8	-3
CCn1c(SCC(=O)Nc2cc(NC(C)=O)ccc2OC)nnc1-c1cccnc1	0.19	-5	1.2	-5	19	-16	-19	10	-2
Cc1ccc(CNC(=O)C23CN(Cc4ccccc4)CC2C(c2ccc([N+](=O)[O-])cc2)=NO3)o1 (centres undefined)	0.37	-2	0.7	14	-7	8	35	10	-9
COCCn1c(N)c(C(=O)Nc2sc3c(c2C(=O)OC)CCCC3)c2nc3ccccc3nc21	-0.33	-1	1	16	7	-8	2	-1	0
N#Cc1nc(COc2ccccc2)oc1N1CCCC1	/	-3	0.1	4	10	-9	88*	19	-5
CCCN1CCC(NC(=O)Nc2ccc(F)cc2F)CC1	-0.8	1	1.1	5	-7	9	-9	-4	-6
COc1ccc(NC2c3ncccc3C(=O)N2Cc2ccccc2)c(OC)c1 (centres undefined)	0.34	-1	/	16	-2	5	/	-24	-3
O=C(CSc1nc2sc3c(c2c(=O)n1-c1ccccc1)CCCC3)NCc1ccco1	/	-1	1.1	32*	0	0	-8	-3	-5
Carrying on:
SMILES	hDAT+cocaine	PostGolgi yeast	CYP2C19 act	PostGolgi ctrl	sEH activator	sEH inhibitor	CYP2C19 inhib	S1P2 antag	S1P2 ag
CCc1ccc2[nH]c(=O)c(CN(CCN3CCOCC3)C(=O)Nc3ccccc3F)cc2c1	2.1	4	0.5	-2	/	/	50	/	/
O=C1Nc2ccc(S(=O)(=O)NCc3ccco3)c3cccc1c23	-0.87	/	/	/	-2	0	/	3	-2
O=C1C2C3C=CC(C4CC34)C2C(=O)N1/N=C/c1ccc(-c2ccc(Cl)cc2[N+](=O)[O-])o1 (centres undefined)	1	-10	0.8	16	0	0	19	0	-3
CCC(=O)n1nc(-c2cccnc2)nc1NCc1ccc(OC)cc1	0.026	12	0.3	6	10	-12	73*	-22	-5
CCOC(=O)C1CCCN(CC(=O)/C=C2/N(C)c3ccccc3C2(C)C)C1 (centres undefined)	1.2	9	0.4	7	6	-3	63*	10	-5
COc1ccccc1-c1cc(C(F)(F)F)nc(S(=O)(=O)CCCC(=O)O)n1	0.37	-5	1.1	21	-1	0	-9	-9	-7
CCOC(=O)C1CCN(c2c(NCCCN3CCN(Cc4ccccc4)CC3)c(=O)c2=O)CC1	-0.33	7	1	2	4	-5	2	16	-14
Cc1cccc(N2CCN(S(=O)(=O)c3ccc4c(c3)n(C)c(=O)c(=O)n4C)CC2C)c1 (centres undefined)	1.4	13	0.9	4	/	/	11	-3	-5
COc1ccc(OC)c(NC(=O)c2ccc(CN(c3cc(Cl)ccc3C)S(=O)(=O)c3ccccc3)cc2)c1	-1.1	2	1	5	4	-5	3	-4	-1
Cc1ccccc1N(C(=O)c1cccs1)c1nc2ccccc2s1	/	1	0.5	35*	0	1	49	-17	-7

2 of these compounds, set out differently.
molecule | hDAT+cocaine | PostGolgi yeast | CYP2C19 act | PostGolgi ctrl | sEH activator | sEH inhibitor | CYP2C19 inhib | S1P2 antag | S1P2 ag
CCCN1CCC(NC(=O)Nc2ccc(F)cc2F)CC1 | -0.8 | 1 | 1.1 | 5 | -7 | 9 | -9 | -4 | -6
COc1ccc(NC2c3ncccc3C(=O)N2Cc2ccccc2)c(OC)c1 (centres undefined) | 0.34 | -1 | / | 16 | -2 | 5 | / | -24 | -3

More records.
SMILES	hDAT+cocaine	PostGolgi yeast	CYP2C19 act	PostGolgi ctrl	sEH activator	sEH inhibitor	CYP2C19 inhib	S1P2 antag	S1P2 ag
COc1ccc(NC(=O)c2cc3n(n2)C(C(F)(F)F)CC(c2ccco2)N3)cc1 (centres undefined)	0.083	-2	1	3	-8	9	4	3	-8
COc1ccc2ccccc2c1CN1CCN(C)CC1	0.042	-11	1	3	/	/	3	/	/
CCOC(=O)c1ccc(NC(=O)COc2ccccc2OC)cc1	0.78	-3	0.7	21	7	-8	32	28	-6
CC(=O)c1cccc(N(C(=O)c2cnccn2)C(C(=O)NCc2ccccc2)c2ccco2)c1 (centres undefined)	0.88	18	0.5	12	7	-3	53*	3	-9
N=C1C(c2ccccc2)=C(O)C2CCc3ccccc3N12 (centres undefined)	-0.019	4	1.2	10	/	/	-20	/	/
COC(=O)c1ccc(/C=N/n2cnnc2)cc1	-0.32	1	0.5	-6	-4	6	47	8	-8
C=CCN(CC=C)Cc1c(C)[nH]c2ccc(C(=O)OCC)cc2c1=O	0.014	11	0.9	2	10	-10	14	-2	-2
NC(=O)C1CC(O)CN1c1nc(CN2CCOCC2)nc2scc(-c3ccccc3)c12 (centres undefined)	-0.67	3	1	9	15	-12	2	-2	-4
COC(=O)c1ccccc1NC(=O)Cc1ccccc1OC	0.34	/	/	/	11	-8	/	-30	-1
COc1ccc2c(c1)C(C1C(=O)CCCC1=O)c1ccccc1O2 (centres undefined)	0.05	6	1	10	5	-5	3	15	-5
CC(C)CCOc1ccc(C(=O)C[N+]2(C)CCOCC2)cc1	-0.98	0	0.9	17	8	-10	12	8	-7
Cc1ccc(SCc2[nH]nc3c2C2(CCSCC2)C(C#N)=C(N)O3)cc1	-0.17	1	0.8	18	-39	38	17	-11	-5
Cc1[nH]c(=O)[nH]c(=O)c1S(=O)(=O)NCCc1ccc(S(N)(=O)=O)cc1	0.24	1	1.1	-5	/	/	-11	/	/
CCCCOc1ccc(CNC(=S)N/N=C/c2ccc(OC)c(OC)c2)cc1	0.52	-6	0.9	33*	-6	8	8	-17	0
COC(=O)c1cn(CCOc2ccc(C)cc2)c2ccccc12	-1.3	-13	0.3	20	-8	11	69*	-8	-2
CCSc1nnc(NC(=O)c2ccc(C)cc2)s1	0.23	-2	0.7	19	2	-2	26	0	0

Rows are unselected (roughly 24% active in at least one column).
